KDM5B inhibitor: KDM5B demethylase inhibition; KDM5B demethylase, FDH-coupled NADH fluorescence (FDH is formaldehyde dehydrogenase); Potency, µM (doses to about 57.7 µM), for the others: at the top dose activity change, negative = inhibition, usual class: inhibitors; 220,000 tested, 2.6% active; AID 1347165; active = well fitted inhibition curve with a large enough effect; inconclusive = small, poorly fitted or top-dose-only effect; inactive = no such curve, though single readings can be large or run the other way; note: 0% is about no effect; nearly all actives have a fitted effect of over 70% in size
Target sequence (Q9UGL1 whole entry, looked up): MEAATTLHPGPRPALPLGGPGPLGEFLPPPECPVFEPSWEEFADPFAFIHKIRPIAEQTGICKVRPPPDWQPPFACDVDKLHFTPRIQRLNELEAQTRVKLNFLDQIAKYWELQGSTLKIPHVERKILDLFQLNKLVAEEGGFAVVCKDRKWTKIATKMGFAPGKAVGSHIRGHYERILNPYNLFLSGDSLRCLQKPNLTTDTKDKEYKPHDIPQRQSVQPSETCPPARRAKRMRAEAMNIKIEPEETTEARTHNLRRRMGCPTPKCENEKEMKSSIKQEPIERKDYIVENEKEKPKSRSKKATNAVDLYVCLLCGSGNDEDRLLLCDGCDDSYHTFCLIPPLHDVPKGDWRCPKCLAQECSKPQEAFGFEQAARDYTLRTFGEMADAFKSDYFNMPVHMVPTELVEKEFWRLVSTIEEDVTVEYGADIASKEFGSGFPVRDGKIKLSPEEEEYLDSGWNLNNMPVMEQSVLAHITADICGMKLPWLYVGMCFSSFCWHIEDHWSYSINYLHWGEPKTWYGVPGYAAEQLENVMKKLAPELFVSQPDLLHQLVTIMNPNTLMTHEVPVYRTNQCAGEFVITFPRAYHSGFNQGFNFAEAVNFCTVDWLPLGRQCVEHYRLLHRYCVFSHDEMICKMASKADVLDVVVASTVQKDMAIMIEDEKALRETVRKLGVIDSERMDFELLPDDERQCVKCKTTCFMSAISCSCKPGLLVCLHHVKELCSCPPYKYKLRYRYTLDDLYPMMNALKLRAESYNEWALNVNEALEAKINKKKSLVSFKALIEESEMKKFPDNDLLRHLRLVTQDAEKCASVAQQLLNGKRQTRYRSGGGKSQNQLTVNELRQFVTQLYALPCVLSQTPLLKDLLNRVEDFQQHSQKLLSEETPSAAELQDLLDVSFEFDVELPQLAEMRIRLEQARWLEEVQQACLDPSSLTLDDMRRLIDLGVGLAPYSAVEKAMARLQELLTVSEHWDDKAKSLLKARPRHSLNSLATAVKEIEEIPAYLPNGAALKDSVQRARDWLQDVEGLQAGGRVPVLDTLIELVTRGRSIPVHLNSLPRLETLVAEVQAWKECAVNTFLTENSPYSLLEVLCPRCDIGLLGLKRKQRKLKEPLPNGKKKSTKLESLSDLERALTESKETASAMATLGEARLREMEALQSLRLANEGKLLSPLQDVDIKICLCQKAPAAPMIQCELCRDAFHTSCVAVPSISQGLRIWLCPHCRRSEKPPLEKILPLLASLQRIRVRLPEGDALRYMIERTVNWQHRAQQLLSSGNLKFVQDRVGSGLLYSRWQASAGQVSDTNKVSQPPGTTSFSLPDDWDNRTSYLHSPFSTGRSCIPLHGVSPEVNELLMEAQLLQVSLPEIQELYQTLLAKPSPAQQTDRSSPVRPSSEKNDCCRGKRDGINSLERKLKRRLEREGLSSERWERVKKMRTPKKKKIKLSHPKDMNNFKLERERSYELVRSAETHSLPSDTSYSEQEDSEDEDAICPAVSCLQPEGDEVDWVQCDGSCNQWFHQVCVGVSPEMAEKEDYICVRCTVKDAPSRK
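qHTS format, multiple compound concentrations. Buffer 50 mM HEPES pH 7.5/0.01% Tween-20; 200 nM KDM5BΔAP final; 10 min compound preincubation; substrate-mix levels 12.5 µM peptide, 25 µM α-KG, 0.25 mM NAD⁺; 30 min RT; ΔRFU.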
Active calls of the source: *; i = inactive; ? = inconclusive; [ ] = another dose, or the depositor's remark. Potency is the fitted concentration of half-maximal effect. An excerpt. The share of hits here may be higher or lower than overall.

Preview, 2 compounds:
SMILES	KDM5B inhibitor
COCC(=O)N(C)C(C)c1cccs1 (stereo unspecified)	11.1%[115 µM]
COc1ccc(OCCCC(=O)Oc2ccc3oc4ccccc4c3c2)cc1	-19.2%

This part in full (from the top)
SMILES	KDM5B inhibitor
COCC(=O)N(C)C(C)c1cccs1 (stereo unspecified)	11.1%[115 µM]
COc1ccc(OCCCC(=O)Oc2ccc3oc4ccccc4c3c2)cc1	-19.2%
CCc1ccccc1NC(=O)Cn1c(=O)oc2ccccc21	10.1%
COc1cc(NC(=O)N[C@H]2CO[C@H]3[C@@H]2OC[C@@H]3Nc2nccc(-c3ccc(N(C)C)cc3)n2)cc(OC)c1	i
Cc1nc2ncnn2c(N2CCCCCC2)c1Cc1ccccc1	-3.6%
CCOC(=O)c1c(C)oc2nc(C)nc(NCc3ccc(C)cc3)c12	?
Cc1[nH]c(=O)c(Cc2ccccc2)c(O)c1C#N	2.2%
Cn1nc(C(=O)OCC(=O)Nc2ccc(C(N)=O)cc2)c2ccccc2c1=O	4.2%

SMILES	KDM5B inhibitor
O=C(NCc1c(-n2cccc2)sc2c1CCCC2)Nc1cccc(C(F)(F)F)c1	-6.8%
O=C(c1cn(-c2ccccc2)nc1-c1cccnc1)N1CCN(c2ccccc2O)CC1	-12.5%
FC(F)(F)c1cc(-c2ccccc2)nc2cc(-c3ccccc3)nn12	5.7%
COc1nc2c(cc1CNC(=O)C1COCCO1)C(=O)N(C1CCCC1)C2 (stereo unspecified)	-6.5%
COc1ccc(/C=C/c2nc(C#N)c(NCCCN3CCOCC3)o2)cc1OC	i
COc1ccc(C(C(=O)Nc2ccc3c(c2)OCCO3)N(C)C(=O)Cc2cccs2)cc1 (stereo unspecified)	-7.7%
CCCOc1ccc(OC(=O)c2sc3ncn(Cc4cccc(F)c4)c(=O)c3c2C)cc1	2.8%
CC(=O)Nc1ccc(CNCc2nc(C)cs2)cc1	-15.8%

SMILES	KDM5B inhibitor
CCNC(=O)c1cc(-c2ccc(C)s2)nc2ccccc12	?
COc1cc(OC)c(OC)cc1CNCCCSc1nnnn1C	4.7%
C=CCNC(=S)Nc1cc(C(F)(F)F)cc(C(F)(F)F)c1	1.7%
O=C(c1nc(-c2ccc(Cl)cc2)n2c1CCCCC2)N1CCN(c2ccccc2)CC1	7.0%[11.5 µM]
Cc1ccc(C(=O)[C@@H]2[C@@H]3CCCN3[C@]3(C(=O)Nc4c(Cl)cccc43)[C@@]23C(=O)Nc2ccccc23)cc1	?
CC(C)N1CCC(CCN2C(=O)[C@H]3CN(S(=O)(=O)c4ccccc4)C[C@H]3C2=O)CC1	-9.7%
CCC(C(=O)Nc1ccc(C(C)C)cc1)n1nc(C)n2c(cc3cc(C)ccc32)c1=O (stereo unspecified)	?
Cc1ccc(C)c(NC(=O)Nc2cccc(-c3cn4cccnc4n3)c2)c1	-17.8%

SMILES	KDM5B inhibitor
Cc1ccc(C(=O)N/C(=C/c2ccccc2)C(=O)NCc2ccncc2)cc1	6.3%
COCCNC(=O)c1cc(C)nc2onc(C3CCCNC3)c12 (stereo unspecified)	-12.4%[149 µM]
CCOc1ccc(NC(=O)CSc2nccn2Cc2ccccc2OC)cc1	11.5%
O=C(OCCOc1ccc(Br)cc1)c1cccc([N+](=O)[O-])c1	5.7%
O=C(O)/C(=C/c1ccncc1)NC(=O)c1ccccc1	-12.5%
CC1=C[C@@H](CNC(=O)c2ccccc2)[C@H](C(C)C)C[C@H]1Cc1nc2ccncc2[nH]1	6.7%[86.2 µM]
COc1cc(OC)c(NC(=O)c2c(N3CCCC3=O)c3cc(C)ccc3n2C)cc1Cl	-3.7%
CCOc1cc(/C=N/O)cc(Cl)c1OCC(=O)NN	35.5%

SMILES	KDM5B inhibitor
COc1cc(-c2noc(-c3nc(-c4ccccc4F)no3)n2)cc(OC)c1OC	-9.0%
CCCC(=O)N1CC(c2nc(C)no2)C2(CCOCC2)C1 (stereo unspecified)	22.2%
O=C(CC1NCCNC1=O)OCC1CCCO1 (stereo unspecified)	-1.0%
CC(C)CCNc1nc(-c2ccc3[nH]c(=O)[nH]c3c2)cs1	-5.6%
Cc1nc2ccc(Cl)cc2cc1C(=O)N1CCN(Cc2ccc(C(N)=O)cc2)CC1	-6.9%
Cc1cc(C)c(C=Nc2cccc([N+](=O)[O-])c2C)c(C)c1	-7.0%
O=C(NCCc1nc(-c2ccccc2)cs1)C1NCCc2[nH]cnc21 (stereo unspecified)	?
Cc1noc2c(-c3cccc(CO)c3)cc(-c3ccc(F)cc3)nc12	?

SMILES	KDM5B inhibitor
Cc1ccc(F)c(NC(=O)CCN=C2NS(=O)(=O)c3ccccc32)c1	-6.5%
C=CCNC(=O)c1c[nH]c2cccnc12	126µM*
Cc1cnc(C(=O)Oc2cccc(Cl)c2)cn1	0.0%
Clc1ccc2nc(-c3ccc(Br)cc3)cn2c1	8.9%
O=C(CCc1c[nH]c2ccccc12)N1CCC(c2noc(C3CC3)n2)C1 (stereo unspecified)	-16.3%
CCC(CC)NC(=O)COc1ncnc2c(Cl)cc(Cl)cc12	154.2%[activator]
COc1ccc(CN2CCC(CO)(CN3CCCC3)CC2)cc1OC	-14.5%
CC(C)OCCCn1c(=O)c2ccccc2n2c(-c3ccc(F)cc3)nnc12	-7.8%

SMILES	KDM5B inhibitor
CCCCCCc1c(C)[nH]c2nc3ccccc3n2c1=O	-10.4%
COc1ccc(CN2CC(CN[S+](=O)([O-])c3ccccc3)C3(C2)CN(c2ccccc2)C3)cc1O (stereo unspecified)	-10.1%
CN1C(=O)CS(=O)(=O)C12CCN(C(=O)c1ccc(F)cc1F)CC2	32.1%
CSc1ncc(Cl)c(C(=O)Nc2nc3ccc(F)cc3s2)n1	6.4%
CCc1ccc(C2CC(C(=O)NCc3ccc4c(c3)OCO4)CN(C(=O)c3ccc(F)cc3)C2)cc1 (stereo unspecified)	?
COc1ccc(CN2CCCC23Cc2ccccc2N(C(=O)c2ccc(Cl)cc2)C3)cc1 (stereo unspecified)	?
NC(=O)[C@H](CC1CCCCC1)NC(=O)[C@H]1CN(C(=O)C2CCNCC2)CCN1C(=O)c1cccs1	?
Cc1cccc(C)c1NC(=O)CCS(=O)(=O)c1ccc2c(c1)CC(C)N2C(=O)C1CC1 (stereo unspecified)	-13.1%

SMILES	KDM5B inhibitor
O=Cc1cccc(-c2cncc(C(=O)O)c2)c1	?
Nc1nc(CC(=O)N[C@H](c2ccccn2)C2CC(O)C2)cc(=O)[nH]1 (stereo partly specified)	-14.9%
CCOc1cc(C#N)ccc1OC(C)C(=O)c1ccc(OC)cc1 (stereo unspecified)	20.8%
Cc1ccc(NC(=O)c2sc(-n3nc(C)c(CCC(C)C)c3C)nc2C)cc1C	1.6%
COCCOc1ccc(-c2noc([C@@H]3CCCN3Cc3cccnc3)n2)cn1	-24.5%[86.2 µM]
CCC(CC)C(=O)NC[C@H]1O[C@@H](CC(=O)N2CCN(c3ccccn3)CC2)[C@H](O)[C@@H]1O	31.6µM*
c1ccc(OCc2noc(-c3ccc(NC4CCSC4)nc3)n2)cc1 (stereo unspecified)	28.2µM*
COc1ccccc1-c1cc(=O)c2cc(NS(=O)(=O)c3ccc(C)cc3)ccc2o1	?

SMILES	KDM5B inhibitor
COC1CCOC2(CCN(S(=O)(=O)c3ccccc3C)CC2)C1 (stereo unspecified)	20.3%
Cc1ccc(C(=O)N[C@H](c2ccc(F)cc2)C2CC(O)C2)cc1N1CCNC1=O (stereo partly specified)	25.3%
Cc1ccc2[nH]c3ccccc3c(=O)c2c1	?
COCCN(C(=O)c1cc(-c2ccco2)nc2ccccc12)c1c(N)n(CC(C)C)c(=O)[nH]c1=O	?
CS(=O)(=O)CCCN	13.3%
Cc1ccc(-c2cc3ccccn3c2)cc1	?
COCc1cn([C@H]2CO[C@H]3[C@@H]2OC[C@H]3OC(=O)Nc2cccc(C#N)c2)nn1	-1.3%[86.2 µM]
Cn1ccc2c(OCC(=O)NCc3ccc(F)cc3)cccc2c1=O	?

SMILES	KDM5B inhibitor
O=C(c1ccc(C(F)(F)F)cc1)N1CCC(N2CCCOC2=O)CC1	31.5%[activator][115 µM]
COC(=O)C1=C(C)N=C2SC=C(CC(=O)NCC3CCCO3)N2C1c1ccc(OC)cc1OC (stereo unspecified)	?
O=C1CN(CC(=O)Nc2c(Cl)cc(Cl)cc2Cl)CCN1	8.0%
COc1cccc(/C=C(\C#N)C(=O)Nc2ccccc2C(F)(F)F)c1OCc1ccc(F)cc1	?
CCN(C(=O)Cn1cnc2onc(-c3ccc(F)cc3)c2c1=O)c1cc(C)ccc1C	-12.4%
Cc1cccc(C(=O)Nc2ccc(-c3nc4ncccc4o3)cc2C)c1	?
CCN(CC(=O)NCc1ccc(Cl)cc1)C(=O)CCc1ccccc1O	0.7%
O=C(Nc1nc2ccc(Cl)cc2s1)c1ccc(S(=O)(=O)N2CCCC2)cc1	-10.0%

SMILES	KDM5B inhibitor
O=S(=O)(c1cccnc1)N1CCC(c2nc(C3CC3)no2)C1 (stereo unspecified)	4.3%
COCCNC(=O)[C@@H]1C[C@H](Oc2ccccc2)CN1C(=O)c1nn(C)c2ccccc12	-9.6%
Cc1cc(I)ccc1NC1CCOC1=O (stereo unspecified)	12.0%
C=C(Br)CNCCCC	-8.8%
CCc1cccc(NC(=O)Cn2nc(-c3ccc(OC)cc3)ccc2=O)c1	?
CCN(C(=O)Cn1c(=O)n(CC)c(=O)c2sccc21)c1ccccc1	-3.4%
CC(=O)Nc1ccc(NC(=O)c2nc(-c3ccccc3)oc2C)cc1	4.0%
O=C(CSc1nc2c(c(=O)[nH]1)CN(Cc1ccc3c(c1)OCO3)CC2)Nc1ccccc1Cl	-28.2%

Five entries drawn at random from the list so far:
SMILES	KDM5B inhibitor
CCc1cccc(NC(=O)Cn2nc(-c3ccc(OC)cc3)ccc2=O)c1	?
C=C(Br)CNCCCC	-8.8%
Cc1cc(I)ccc1NC1CCOC1=O (stereo unspecified)	12.0%
O=C(CSc1nc2c(c(=O)[nH]1)CN(Cc1ccc3c(c1)OCO3)CC2)Nc1ccccc1Cl	-28.2%
O=S(=O)(c1cccnc1)N1CCC(c2nc(C3CC3)no2)C1 (stereo unspecified)	4.3%

Further records:
SMILES	KDM5B inhibitor
C=CCSC1=N/C(=C\C=C\c2ccccc2)C(=O)S1	-8.3%
COc1ccc(-c2cc(N3CCOCC3=O)c3cncn3c2)cc1OC	?
Nc1nonc1C(=O)N1CCN(C(=O)Nc2ccccc2Cl)CC1	-13.0%
COc1ccc(-c2nnc(SCC(=O)Oc3cccc(C)c3C)o2)cc1	-9.3%
Cc1ccc(CN2C[C@@H]3C(=O)N(CCc4ccccc4)C(=O)[C@@H]3C2)cc1	-18.7%
Cc1ccc(CNC(=O)CN2CC3CC(C2)[C@H]2CCCC(=O)N2C3)cc1 (stereo partly specified)	-11.2%
COc1cccc(CNC(=O)c2ccc(-c3nc(CS(=O)(=O)c4ccccc4)c(C)o3)cc2)c1	?
CN(CC(=O)N1CCN(c2ccccc2F)CC1)c1nnc(N2CCCC2=O)s1	-15.7%

SMILES	KDM5B inhibitor
COCCn1cnc2c1c(=O)n(CC(=O)Nc1ccc(F)c(F)c1)c(=O)n2CC(C)C	-6.5%
CCn1cc(CN2CCC(n3nccc3NC(=O)c3cccc(F)c3)CC2)cn1	-1.7%
CCOc1ccc(NC(=O)NCc2ccc3c(c2)CCN3C(C)=O)cc1	10.9%
Cc1ccc(C)c(CN2CCc3nc(N(C)Cc4cccnc4)[nH]c(=O)c3CC2)c1	2.8%
COc1ccc(C(O)c2nccn2Cc2ccccc2)c(OC)c1 (stereo unspecified)	-3.3%
Cc1nn(CC(=O)N/N=C/c2cccs2)c(C)c1[N+](=O)[O-]	17.7%
NC(=O)C1CCN(S(=O)(=O)c2cc3c(cc2Cl)NC(=O)CO3)CC1	-2.1%
Cc1cc(C(=O)OC(C)C(=O)NC(N)=O)c2ccccc2n1 (stereo unspecified)	-16.0%

SMILES	KDM5B inhibitor
CC(C)c1nn2c(=O)cc(COC(=O)c3cccc(NC(=O)CCc4ccccc4)c3)nc2s1	-20.5%
Cc1ccc(NC(=O)CN2CCN(C3CCCCC3)C(=O)C2=O)cc1C	-16.1%
COc1ccc(NC(=O)CN2C(=O)COc3ccc(S(=O)(=O)N4CCCCCC4)cc32)cc1	-8.6%
CCOc1cccc(-c2nc(C(=O)NCC3CCCO3)cs2)c1 (stereo unspecified)	?
CCOCCCNC(=O)C(c1ccc(C)cc1)N(Cc1cccs1)C(=O)CCc1cc(C(C)(C)C)c(O)c(C(C)(C)C)c1 (stereo unspecified)	-23.2%
Cc1noc(C)c1Cc1ccc(C(=O)N2CCCCCCNC(=O)[C@@H]3CCCC[C@@H]32)o1	-9.5%
CC(C)(C)CC(=O)N[C@@H]1C=C(C(=O)NCC(N)=O)C[C@@H](O)[C@@H]1O	4.2%[86.2 µM]
O=C(CSc1nc(=O)n(Cc2ccccn2)c2c1CCC2)Nc1cccc(Cl)c1	0.1%

SMILES	KDM5B inhibitor
Cc1cccc(NC(=O)C(=O)c2cc(C)n(-c3ccccc3)c2C)c1C	-19.8%
CC(C)CNC(=O)CCNC(=O)NCc1nc2c(cnn2-c2ccccc2)c(=O)[nH]1	3.0%
CN(CC(=O)Nc1cc(Cl)ccc1F)Cc1ccccc1N1CCCCC1	-1.4%
CCC(C)[C@H](N)c1nnc(SCC(=O)Nc2cc(C)ccc2C)o1 (stereo partly specified)	11.6%

Screening data from PubChem.
